# CHX counter = Cycloheximide Counterscreen for Small Molecule Inhibitors of Shiga Toxin. cell reporter, cycloheximide protein synthesis inhibition counterscreen. max response, %. 12% of 300,000 active. AID 2314, 2010; in the data active means max response mostly above about 13%, no sharp cut-off; inactive means mostly below about 14%; further: read at 38.3 µM for the half of the compounds with a filed dose; 0% is about no effect
# HCV inhibitor = qHTS Assay for Inhibitors of Hepatitis C Virus (HCV) | Potency, µM (series often up to 41.8 µM), without a hit: at the highest dose activity change, negative = inhibition, most hits filed as inhibitors | 3.4% of 340,000 active | AID 651820, 2012 | Huh7.5.1 HCVcc-Cre infection, luciferase reporter, 44 h; further: potency means the concentration at half of the fitted maximal effect; on the % scale 0 is the no-effect control and ±100 the full control effect
#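 1,000 cells/well; 4 h culture; + compound; + HCVcc-Cre (~0.5 moi); 44 h; luciferase substrate, RT 15 min; read 15 sec.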
# LmPK inhibitor = qHTS Assay for Inhibitors of Leishmania Mexicana Pyruvate Kinase (LmPK); Q27686; purified LmPK, Kinase-Glo ATP luminescence, 1 h; Potency, µM (highest dose often 57.5 µM), for inactives: at the top dose activity change, negative = inhibition, usual class: inhibitors; 0.37% of 290,000 active; further: potency means the concentration at half of the fitted maximal effect; on the % scale 0 is the no-effect control and ±100 the full control effect
# Target sequence (Q27686 whole entry, looked up): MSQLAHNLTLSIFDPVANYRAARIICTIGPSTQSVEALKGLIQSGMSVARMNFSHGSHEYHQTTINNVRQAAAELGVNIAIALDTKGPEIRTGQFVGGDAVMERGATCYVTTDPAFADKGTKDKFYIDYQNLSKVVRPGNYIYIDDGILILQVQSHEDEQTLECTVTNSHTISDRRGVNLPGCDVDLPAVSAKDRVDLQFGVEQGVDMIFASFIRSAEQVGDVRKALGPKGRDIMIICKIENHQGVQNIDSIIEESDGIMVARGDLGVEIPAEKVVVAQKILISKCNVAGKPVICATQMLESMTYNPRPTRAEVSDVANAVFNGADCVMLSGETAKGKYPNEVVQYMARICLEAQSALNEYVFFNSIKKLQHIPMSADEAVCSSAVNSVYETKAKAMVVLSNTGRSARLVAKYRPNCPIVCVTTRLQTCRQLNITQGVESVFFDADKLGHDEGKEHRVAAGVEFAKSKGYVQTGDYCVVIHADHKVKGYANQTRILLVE
#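 Pyruvate kinase activity monitored as ATP production (luciferase luminescence). Conditions: 0.1 nM enzyme, 0.5 mM PEP, 0.1 mM ADP, 1 h, RT; normalized against uninhibited and no-enzyme wells.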
# Pf growth 48h = Primary qHTS for delayed death inhibitors of the malarial parasite plastid, 48 hour incubation. Potency, µM (top dose mostly 28.7 µM), without a hit: at the highest dose activity change, negative = inhibition, actives largely listed as inhibitors. P. falciparum luciferase growth in erythrocytes, 48 h. 5.9% of 310,000 active; further: potency means the concentration at half of the fitted maximal effect; on the % scale 0 is the no-effect control and ±100 the full control effect
#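 Growth was read as firefly luciferase luminescence after a 48 h, 37 C, 5% CO2 exposure of compounds to reporter-bearing P. falciparum cultures (0.1% parasitemia, 2% hematocrit final) in Albumax-supplemented RPMI 1640.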
# TbPYK inhibitor = qHTS of Trypanosoma Brucei Inhibitors. TbPYK enzyme, Kinase-Glo Plus ATP luminescence, 45 min. pyruvate kinase (Trypanosoma brucei), Q57TT1. Potency, µM (doses to about 76.8 µM), for the others: at the highest dose activity, negative = inhibition, hits mostly inhibitors. 0.12% of 410,000 active; further: potency means the concentration at half of the fitted maximal effect; on the % scale 0 is the no-effect control and ±100 the full control effect; nearly all actives have a fitted effect of over 50% in size
#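 In this concentration-response screen, enzyme-free wells defined baseline while DMSO plates tracked drift. Each reaction combined TbPYK, substrate, compound and 130 uM ADP for 45 min at room temperature. Kinase-Glo Plus luminescence gave the signal.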
# Pf growth 96h = Primary qHTS for delayed death inhibitors of the malarial parasite plastid, 96 hour incubation; P. falciparum luciferase reporter growth, 96 h; Potency, µM (doses to about 28.7 µM), without a hit: at the highest dose activity change, negative = inhibition, most hits filed as inhibitors; 6.9% of 320,000 active; further: potency means the concentration at half of the fitted maximal effect; on the % scale 0 is the no-effect control and ±100 the full control effect
#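 P. falciparum expressing integrated firefly luciferase grown in erythrocytes (2% hematocrit, 0.05% parasitemia final) with compounds for 96 hours at 37 C, 5% CO2. Growth inhibition read as loss of luminescence after adding luciferase detection reagent.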
# Shiga inhibitor = A qHTS for Small Molecule Inhibitors of Shiga Toxin; inhibition, % at 38.7 µM; AID 2315, 2010; 9.2% of 290,000 active; Vero cells, Shiga toxin protein synthesis inhibition reporter; in the data active means inhibition mostly above about 28%, no sharp cut-off; inactive means mostly below about 43%; further: 0% is about no effect
# * = called active by the depositor; ? = inconclusive; . = no result given; & = joins results of further samples; [ ] = dose if it differs, or a comment. Unless noted, the call rests on the fitted dose curve; in most records, active means well fitted curve in the direction sought with a large enough effect; inconclusive means small, poorly fitted or top-dose-only effect, or another doubt; inactive means no such curve, though single readings can be large; an effect the other way counts as inactive or inconclusive. Outcome played no part in choosing rows; 24% or so of the library scored in one or more.
SMILES	CHX counter	HCV inhibitor	LmPK inhibitor	Pf growth 48h	TbPYK inhibitor	Pf growth 96h	Shiga inhibitor
O=C(CSc1nnc(-c2ccccc2)n1Cc1ccccc1)N1CCCC1	-4	24%	-2%	-8%	-9%	80%[activator]	1
O=C(c1cc(-c2ccncc2)nc2ccc(Br)cc12)N1CCN(c2ccccn2)CC1	-4	-3%	1%	-13%	2%	.	20
Cc1csc(NC(=O)CSc2nnc(-c3ccncc3)n2C)n1	-1	2%	0%	1%	0%	-12%	12
COC(=O)COc1ccc(S(=O)(=O)Nc2ccc(C(N)=O)cc2)cc1	-2	21%	-6%	9%	9%	.	-4
COc1ccccc1N1CCN(C(=O)c2ccc(S(=O)(=O)N3CCCCCC3)cc2)CC1	-1	?	2%	?	-1%	.	-18
Cc1ccc(S(=O)(=O)Cn2nnnc2C(C(C)C)N2CCN(Cc3ccco3)CC2)cc1 (configuration not stated)	-5	13%	5%	10µM*	0%	10%	-26
CC(C)Cc1nnc(NC(=O)CCC(=O)N2CCN(c3ccccn3)CC2)s1	-1	27%	8%	.	-3%	-13%	-5
CCn1cc(C(=O)OCC(=O)N2C(C)CCCC2C)c(=O)c2ccc(C)nc21 (configuration not stated)	-2	2%	-3%	13%	2%	?	20
CN1CCN(c2ccc(CNS(=O)(=O)c3ccsc3)cc2)CC1	-2	17%	1%	3%	2%	39%[activator]	18
Cc1c(N(CC(=O)O)S(=O)(=O)c2ccccc2)c(=O)n(-c2ccccc2)n1C	-5	29%	0%	15%	-11%	4.7µM*	-1
COc1cccc(NC(=O)CN(C)C(=O)c2ccc(NS(=O)(=O)c3ccc(F)cc3)cc2)c1	.	0%	.	?	3%	?	.
O=C(Nn1c(C2CCCCC2)nc2ccccc2c1=O)c1ccc([N+](=O)[O-])cc1	-1	20%	-5%	-3%	3%	?	-11
CC1CCCC(C)N1/N=C/c1ccccc1C(=O)O (configuration not stated)	8	11%	4%	187%[activator]	1%	28%	-14
CSc1ccc(CN(C)CC(=O)Nc2cccc(Br)c2)cc1	6	-12%	7%	6%	-4%	?	13
CO/N=C/c1cccn1-c1nccc(N(C)C)c1C#N	-1	2%	3%	8%	4%	31%[activator]	3
COc1ccc(-c2nnc(SCC(=O)c3ccc(O)cc3O)o2)cc1	7	3%	-4%	9%	0%	-3%	33*
CC1CN(CCc2ccccc2)CC(C)O1 (configuration not stated)	-1	6%	2%	?	-2%	-2%	-3
Cc1nn(C(C)C(=O)NCc2ccco2)c(C)c1[N+](=O)[O-] (configuration not stated)	-2	10%	-9%	-5%	-1%	-7%	-17
COc1ccc(OC)c(NC(=O)CCN2CCCCC2)c1	-1	4%	0%	-7%	-13%	.	-7
COc1cccc(NC(=O)COC(=O)c2ccc(S(=O)(=O)NCc3ccco3)cc2)c1	-2	-1%	-1%	2%	1%	.	-11
O=S(=O)(c1cccc(F)c1)N1CCN(Cc2cc3c(cc2Br)OCCO3)CC1	.	-3%	.	9.3µM*	2%	?	.
Cc1cc(NC(=O)C(C)SCC(=O)N(C)Cc2ccccc2F)no1 (configuration not stated)	.	1%	.	-29%	-16%	?	.
CC(C)(C)c1ccc(OCCCC(=O)NC2=NCCS2)cc1	8	0%	1%	.	1%	-7%	4
CC(Sc1ccc2c(c1)OCCO2)C(=O)Nc1ncc(Cl)cc1Cl (configuration not stated)	0	-13%	-2%	24%	10%	43%[activator]	-11
CN(Cc1ccn[nH]1)C(=O)C1CCC(=O)N(Cc2cccc(C(F)(F)F)c2)C1 (configuration not stated)	12	0%	0%	9%	3%	-6%	8
CSCCC(N)C(=O)O (configuration not stated)	-1	.	.	-5%	-6%	-5%	21
COc1cccc(N(CC(=O)Nc2cccc(N(C)S(C)(=O)=O)c2)S(C)(=O)=O)c1	-2	-10%	2%	-6%	-6%	.	-10
O=C(CN1CCN(CCN2C(=O)c3cccc4cccc(c34)C2=O)CC1)c1ccc(F)cc1	5	14µM*	1%	15µM*	-1%	1µM*	17
COc1ccc(CCNS(=O)(=O)c2ccc(Cl)s2)cc1OC	-1	-12%	5%	5%	-1%	92%[activator]	-13
O=C1c2ccccc2S(=O)(=O)N1CC(O)COc1ccc(Cl)cc1 (configuration not stated)	9	13%	0%	10%	-4%	6.6µM*	38

# Additional records.
SMILES	CHX counter	HCV inhibitor	LmPK inhibitor	Pf growth 48h	TbPYK inhibitor	Pf growth 96h	Shiga inhibitor
O=C(NCCCN1CCc2ccccc2C1)C1CCN(c2nnc(-n3cccc3)s2)CC1	12	?	1%	4.1µM*	-2%	?	17
COc1ccc(CCNC(=O)c2nnc(Cc3ccc(Cl)cc3)o2)cc1OC	-3	0%	14%	.	1%&0%	-112%	13
CCc1nn(C(C)C(=O)Nc2cccc(C)c2C)c(=O)c2cc3occc3n12 (configuration not stated)	1	11µM*	7%	9.3µM*	2%	-11%	49
CCN(CC)S(=O)(=O)c1ccc(C)c(NC(=O)/C=C/c2cccs2)c1	-2	10µM*	0%	-17%	-7%	-19%	-6
O=c1[nH]c2cc(Cl)ccc2c(O)c1-c1cccc(Oc2ccccc2)c1	-5	30%	.	.	-2%	.	-1
Cc1ccc(OCC(=O)Nc2nnc(S(=O)(=O)N3CCCCCC3)s2)cc1	-4	1%	1%	35%[activator]	-8%&-7%	?	-6
Cc1ccc(C)c(N(CC(=O)NCCc2ccccc2)C(=O)CCC(=O)Nc2ccccn2)c1	1	?	4%	-2%	-2%	19%	32
O=S(=O)(c1ccccc1)N(CC1CO1)c1cccc2ccccc12 (configuration not stated)	5	-22%	15%	12µM*	0%	?	13
O=C(O)CCNC(=O)/C(=C/c1ccco1)NC(=O)c1ccco1	-1	4%	13%	-6%	-1%	?	.
CN(C)C(=O)CSc1nc(-c2ccccc2)c(-c2ccccc2)o1	-1	?	1%	12%	0%	-8%	-21
COc1ccc(S(=O)(=O)N2CCCCCC2)cc1Br	1	-4%	7%	-13%	3%	-16%	-1
CC1CCCCC1NC(=S)Nc1ccc(SC(F)F)cc1 (configuration not stated)	35*	11µM*	5%	-77%	-5%	.	75*
Cc1cc(C)c(C#N)c(SCc2c(F)cccc2[N+](=O)[O-])n1	7	?	2%	?	-3%	-11%	-10
Cc1csc(/C(C#N)=N/O)n1	4	20%	9%	.	1%	?	4
CCOC(=O)C1=C(COC(=O)/C=C/c2ccco2)NC(=O)NC1C (configuration not stated)	.	8%	.	8%	-5%	54%[activator]	.
Cc1cc(S(=O)(=O)Nc2ccc(C(=O)NCCCN3CCCC3=O)cc2)ccc1F	.	?	.	0%	2%	-3%	.
Cc1ccc(NC(=O)C(C)Sc2nc3nc(C)cc(C)n3n2)cc1 (configuration not stated)	.	?	.	?	-1%	-22%	.
Cc1ccc(CN(C)C(=O)CN2C(=O)NC3(CCCc4ccccc43)C2=O)c(C)c1 (configuration not stated)	.	10µM*	.	?	3%	-33%	.
COc1ccc(-c2c(C(=O)O)nc3ccccc3c2C(=O)O)cc1	6	19%	0%	11%	-3%	13%	32
Cc1cc(OCc2cc(C(=O)N(C)C3CCOC3)no2)cc(C)c1Cl (configuration not stated)	49*	11%	6%	6%	4%	70%[activator]	78*
CCN(CC)CCCN(Cc1cc2ccc(C)c(C)c2[nH]c1=O)C(=O)NC1CCCCC1	-1	5.6µM*	-3%	?	-1%	9.3µM*	-15
COc1ccccc1/C(O)=C(\C#N)c1nc2ccccc2[nH]1	9	-10%	-5%	47%[activator]	-1%	-2%	-5
CC(NCC(O)COc1ccc(Br)cc1)c1ccccc1 (configuration not stated)	13	?	5%	?	1%	?	6
CC1CCCN(C(=O)Cn2nnc(-c3ccc(F)cc3)n2)C1 (configuration not stated)	13	18%	2%	33%[activator]	4%	21%	-5
CC1Cc2ccccc2N1C(=O)CSc1ccccc1 (configuration not stated)	51*	?	0%	-16%	2%	?	98
COC(=O)C1C(O)=C(C=Nc2ccc3ccccc3c2)C(=O)CC1(C)C (configuration not stated)	15*	7%	-6%	0%	1%	-6%	17
O=C(NNc1nc2ccccc2s1)Nc1ccc(Cl)c(Cl)c1	40*	-4%	-4%	20%	-8%	118%[activator]	60*
CC(C)NC(=O)NC(=O)COc1c(F)c(F)cc(F)c1F	5	0%	-4%	5%	-3%	.	21
O=C(N/N=C/C=C\c1ccco1)c1cccnc1	11	18%	4%	4%	-11%	1%	-3
COc1cc(O)c(C(CC(=O)N2CCN(c3ccccc3)CC2)c2cc(OC)c(OC)c(OC)c2)c(OC)c1 (configuration not stated)	0&-3	-19%	2%	12µM*	6%	10µM*	23&-7

# 5 neighbouring records from above:
SMILES	CHX counter	HCV inhibitor	LmPK inhibitor	Pf growth 48h	TbPYK inhibitor	Pf growth 96h	Shiga inhibitor
O=C(CSc1nnc(-c2ccccc2)n1Cc1ccccc1)N1CCCC1	-4	24%	-2%	-8%	-9%	80%[activator]	1
O=C(c1cc(-c2ccncc2)nc2ccc(Br)cc12)N1CCN(c2ccccn2)CC1	-4	-3%	1%	-13%	2%	.	20
Cc1csc(NC(=O)CSc2nnc(-c3ccncc3)n2C)n1	-1	2%	0%	1%	0%	-12%	12
COC(=O)COc1ccc(S(=O)(=O)Nc2ccc(C(N)=O)cc2)cc1	-2	21%	-6%	9%	9%	.	-4
COc1ccccc1N1CCN(C(=O)c2ccc(S(=O)(=O)N3CCCCCC3)cc2)CC1	-1	?	2%	?	-1%	.	-18

# (more compounds)
SMILES	CHX counter	HCV inhibitor	LmPK inhibitor	Pf growth 48h	TbPYK inhibitor	Pf growth 96h	Shiga inhibitor
CCCc1cc(=O)oc2cc(C)cc(OCC(=O)O)c12	-6	-29%	-2%	5%	7%	15%	-8
CCOc1ccc(NC(=O)CC2C(=O)N(c3cccc(OC)c3)C(=O)N2CCOC)cc1 (configuration not stated)	0	-4%	3%	-4%	-7%	14%	-20
Cc1occc1C(=O)NNC(=O)c1nn(C)c(=O)c2ccccc12	3	13%	-14%	8%	-3%	16%	-6
CCOC(=O)CC1C(=O)NCCN1C(=O)c1ccc(Cl)cc1Cl (configuration not stated)	-5	6%	-1%	.	22%	31%[activator]	-4
COc1ccc(C2C(C#N)=C(N)Oc3n[nH]c(-c4ccccn4)c32)c(OC)c1OC (configuration not stated)	0	-10%	6%	?	1%	19%	-2
CCc1ccc(NC(=O)CSc2ccc(-c3cccnc3)nn2)cc1	6	-29%	-1%	?	2%	0%	-4
CSc1ccc(-c2ccco2)nn1	25*	-13%	?	264%[activator]	-14%	0%	127*
COc1cc(OC)cc(C(=O)NNC(=O)C2CSC3(C)CCC(=O)N23)c1 (configuration not stated)	.	-2%	.	4%	1%	-23%	.
CCCCc1nc(SCC(=O)N2CCCC2)c2c(=O)n(C)c(=O)n(C)c2n1	2	-17%	-5%	9%	5%	?	-7

# Screening results: PubChem, National Center for Advancing Translational Sciences (NCATS)
